TDP43 rescue = inhibitors of TDP-43 toxicity in yeast; TDP-43 expressing yeast growth rescue, BacTiter-Glo, 24 h; Potency, µM (series often up to 46.1 µM), without a hit: at the highest dose growth rescue (activation), usual class: activators; actives 1.8% (n = 410,000); AID 652104; further: potency means the concentration at half of the fitted maximal effect; % of control where 0% means no effect; nearly all actives have a fitted effect of over 50% in size
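Cell-based yeast growth screen: TDP-43 expression induced in galactose, inoculum OD600=0.02 after raffinose pregrowth to mid-log. Read-out BacTiter-Glo luminescence at 24 hr, 30 deg C; inhibition of toxicity seen as signal increase.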
DRD3 agonist = agonists of human D3 dopamine receptor. P35462. D3R DiscoveRx beta-arrestin cells, luminescence, 90 min. max activation, %. actives 0.58% (n = 410,000). AID 652048; in the data active means max activation above about 30%; further: 0% is about no effect; mostly tested at two doses, the higher about 12 µM
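Agonist-mode cell screen: cells plated at 1500/well and incubated overnight at 37 °C, then exposed to library compounds for 90 min at 37 °C. Detection reagent was added for 30–60 min at room temperature, and luminescence was read.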
GLP1R cytotox = cytotoxicity counter-screen for GLP-1 receptor inverse agonists; actives 0.13% (n = 410,000); Potency, µM (top dose mostly 38.3 µM), for inactives: top-dose activity change, negative = inhibition, hits mostly inhibitors; HEK293 cAMP-luciferase reporter cells, luminescence, 24 h; AID 624418;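 further: loss of luciferase light is scored as toxicity; potency means the concentration at half of the fitted maximal effect; on the % scale 0 is the no-effect control and ±100 the full control effect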
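Step one: seed cells (200 cells/uL, DMEM with 10% Nu serum, 1% pen-strep). Step two: 12-hour incubation at 37 deg C. Step three: pin 23 nL compound, incubate 24 hr. Step four: add luciferase reagent, read luminescence 12 min later.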
aSyn yeast inh = alpha-synuclein toxicity inhibition in yeast; actives 0.14% (n = 370,000); Potency, µM (doses to about 46.1 µM), for the others: top-dose growth rescue (activation), most hits filed as activators; Yeast expressing alpha-synuclein, growth rescue, BacTiter-Glo, 24 h; further: potency means the concentration at half of the fitted maximal effect; % of control where 0% means no effect; nearly all actives have a fitted effect of over 65% in size
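Screening used galactose-induced yeast with toxic alpha-synuclein levels, exposed to compound for 24 hr at 30 deg C. Cell growth, read with BacTiter-Glo luminescence, gave the measured signal.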
KB-V1 cytotox = KB-V1 MDR subline cytotoxicity | KB-V1 MDR cells viability, CellTiter-Glo, 72 h | Potency, µM (doses to about 46.1 µM), without a hit: at the top dose activity change, negative = cytotoxicity, actives largely listed as cytotoxic | actives 3.4% (n = 400,000) | AID 1347076; further: potency means the concentration at half of the fitted maximal effect; on the % scale 0 is the no-effect control and ±100 the full control effect; nearly all actives have a fitted effect of over 60% in size
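KB-V1, DMEM (no phenol red) + 10% FBS; cpd pin-transferred, titration series; 72 h, 37 degrees C; CellTiter-Glo, luminescence. Data normalized, curve-fit.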
DRD3 antagonist = antagonists of human D3 dopamine receptor | P35462 | D3R cells, DiscoveRx beta-arrestin luminescence, antagonist mode; active compounds read low | actives 2.5% (n = 360,000) | max response, negative = inhibition, % | AID 652054; in the data active means max response below about -50%; inconclusive means no clear call, values can overlap the other calls; further: on the % scale 0 is the no-effect control and ±100 the full control effect; mostly tested at two doses, the higher about 12 µM
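Cells plated overnight at 1500 cells/well, then exposed to library compounds with dopamine controls for 90 minutes at 37 degrees C. DiscoveRx reagent added for 30–60 minutes at room temperature; luminescence read, quantitative HTS format.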
GLP-1R agonist = activates the human GLP-1 receptor | actives 0.007% (n = 380,000) | AID 624172 | Potency, µM (titrated, usually from 45.6 µM), inactives show top-dose activation, hits mostly activators | HEK293 GLP-1R CRE-luciferase, luminescence, 4-6 h; cells express a hypersensitive GLP-1R form | P43220; further: potency means the concentration at half of the fitted maximal effect; % of control where 0% means no effect
Target sequence (P43220 whole entry, looked up): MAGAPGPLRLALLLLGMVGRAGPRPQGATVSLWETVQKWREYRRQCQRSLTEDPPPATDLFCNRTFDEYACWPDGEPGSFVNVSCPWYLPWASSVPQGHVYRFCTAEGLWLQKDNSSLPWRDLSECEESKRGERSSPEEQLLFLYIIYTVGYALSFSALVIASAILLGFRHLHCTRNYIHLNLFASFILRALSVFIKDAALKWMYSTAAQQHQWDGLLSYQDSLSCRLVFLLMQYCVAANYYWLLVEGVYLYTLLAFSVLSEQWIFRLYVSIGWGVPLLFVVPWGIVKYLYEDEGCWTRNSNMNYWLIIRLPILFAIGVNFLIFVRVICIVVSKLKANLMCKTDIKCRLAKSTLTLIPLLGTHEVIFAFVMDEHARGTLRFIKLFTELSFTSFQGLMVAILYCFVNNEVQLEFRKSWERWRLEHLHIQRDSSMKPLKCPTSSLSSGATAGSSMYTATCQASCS
PTHR1 ag = agonists of human PTHR1 parathyroid hormone receptor; Potency, µM (titrated, usually from 115 µM), for the others: at the highest dose activation, most hits filed as activators; HEK293 GP2 PTHR1 cells, GloSensor cAMP luminescence, 1 h; AID 743266; actives 0.075% (n = 410,000); further: potency means the concentration at half of the fitted maximal effect; nearly all actives have a fitted effect of over 55% in size; some results filed as inactive show a strong effect at the top dose; inactives centre near -15; many of its hits are not listed in these tables
Target sequence (Q03431 whole entry, looked up): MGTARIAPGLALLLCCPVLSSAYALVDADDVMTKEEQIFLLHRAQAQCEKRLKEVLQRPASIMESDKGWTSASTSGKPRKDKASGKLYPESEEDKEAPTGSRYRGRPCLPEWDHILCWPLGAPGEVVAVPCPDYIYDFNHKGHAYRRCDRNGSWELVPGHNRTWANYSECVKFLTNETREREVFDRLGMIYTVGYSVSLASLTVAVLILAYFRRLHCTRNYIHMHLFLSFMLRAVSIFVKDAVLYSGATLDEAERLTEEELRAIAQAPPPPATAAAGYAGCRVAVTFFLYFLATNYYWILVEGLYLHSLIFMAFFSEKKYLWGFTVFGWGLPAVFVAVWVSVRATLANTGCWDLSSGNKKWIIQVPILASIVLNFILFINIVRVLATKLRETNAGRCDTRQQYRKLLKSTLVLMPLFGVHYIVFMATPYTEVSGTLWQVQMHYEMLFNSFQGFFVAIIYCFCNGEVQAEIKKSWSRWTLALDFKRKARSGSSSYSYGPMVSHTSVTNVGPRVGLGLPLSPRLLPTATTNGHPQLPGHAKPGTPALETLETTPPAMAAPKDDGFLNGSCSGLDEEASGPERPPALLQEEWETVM
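HEK-293-derived GP2 cells expressing PTHR1 and a GloSensor cAMP reporter, 3,000/well, plated overnight, given luciferin plus IBMX (each 0.5 mM as added) for 1 h at 37 °C, then compound for 1 h at 37 °C. Luminescence was read after 15 min at room temperature.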
GLP1R inv ag = acts as inverse agonist at human GLP-1 receptor; P43220; HEK293 GLP-1R CRE-luciferase, luminescence, 24 h; GLP-1R form is constitutively active; Potency, µM (top dose mostly 38.3 µM), inactives show at the top dose activity change, negative = inhibition, usual class: inhibitors; actives 1.6% (n = 410,000); further: potency means the concentration at half of the fitted maximal effect; on the % scale 0 is the no-effect control and ±100 the full control effect; nearly all actives have a fitted effect of over 55% in size
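Readout was luciferase luminescence, measured 12 min after detection reagent at room temperature. Beforehand, GLP-1R reporter HEK293 cells had sat 12 h, then received compounds for 24 hr at 37 deg C.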
Starred values were filed as active, the others as inactive; i = inactive; u = inconclusive; x = not tested or not shown; & = joins results of further samples; [ ] = another dose, or the depositor's remark. Unless noted, the call rests on the fitted dose curve; in most records, active means well fitted curve in the direction sought with a large enough effect; inconclusive means small, poorly fitted or top-dose-only effect, or another doubt; inactive means no such curve, though single readings can be large; an effect the other way counts as inactive or inconclusive. A portion of the library; rates above refer to the full screens.

| no. | SMILES | PTHR1 ag | GLP1R inv ag | GLP1R cytotox | TDP43 rescue | DRD3 antagonist | aSyn yeast inh | GLP-1R agonist | KB-V1 cytotox | DRD3 agonist |
| --- | --- | --- | --- | --- | --- | --- | --- | --- | --- | --- |
| 1 | CCc1nc(Nc2ccc(O)cc2)c2oc3ccccc3c2n1 | i | -8.1% | 151.6%[activator] | 22.1% | 4.4 | 7.3% | u | u | -1.8 |
| 2 | CC(=O)N1CCCc2cc(S(=O)(=O)NCCC3=CCCCC3)ccc21 | -27.4% | 0.6% | -0.8% | -1.4% | -16.9 | 1.0% | 3.6% | -14.0% | 0.9 |
| 3 | O=C(O)C1CCN(Cc2ccccn2)CC1 | -8.3% | -12.4% | u | 0.0% | -4.0 | -0.6% | -0.8% | 10.9% | 7.4 |
| 4 | Cc1c(Cl)cccc1NC(=O)c1ccc2nc(C(C)C)oc2c1 | -12.9% | 1.2% | 1.5% | 0.0% | x | x | x | x | 6.7 |
| 5 | O=C(CC(c1ccccc1)c1ccccc1)Nc1nn[nH]n1 | i | 4.0% | -14.4% | 8.6% | 9.2 | 7.3% | -0.2% | 7.3% | 7.5 |
| 6 | COc1cc(NC(=O)C2CCCN2C(=O)OCc2ccccc2)cc(OC)c1 (stereo not given) | -1.3%[57.5 µM] | -2.8% | 4.6% | 2.9% | -6.4 | -0.7% | 1.6% | -18.1% | -11.2 |
| 7 | O=C(Nc1nnc(S(=O)(=O)N2CCCCCC2)s1)c1ccccc1Br | -41.8%&-23.3%[inhibitor] | u | -0.6%&-1.5% | 12.8%&14.7% | 14.4 | -8.5% | -4.7% | 0.0%&19.1% | 3.9&1.9 |
| 8 | COC(=O)c1ccc(Oc2nc(SC)nc(N(C)C)n2)cc1 | i | 18.7% | 7.0% | 18.9% | 12.3 | 9.7% | 9.2% | 1.8% | 20.7 |
| 9 | CC(C)C[C@H](NC(=O)N1CCn2c1nc1ccccc12)C(=O)NC1CCCCC1 | i | u | -6.1% | -3.6% | 13.1 | 2.7% | -2.4% | -6.1% | 2.1 |
| 10 | CCOC(=O)c1c(N)sc(C(N)=O)c1C | 20.3%[57.5 µM] | 37.6%[activator] | 24.8% | 13.1% | -9.8 | 1.6% | 20.0% | 6.1% | 0.0 |
| 11 | O=C(CSc1nc2cc(Cl)ccc2o1)c1cccs1 | i | 5.9% | 4.3% | 23.0% | 9.2 | 10.9% | 17.3% | 16.8% | 6.1 |
| 12 | Nc1c(Cl)cc(Cl)cc1C(=O)OCC(=O)N1CCOCC1 | -17.4% | -2.2% | 7.4% | 1.9% | -7.7 | -7.9% | 2.0% | -3.0% | -1.5 |
| 13 | COc1ccc(CCNC(=O)Cn2nnc(-c3ccc(Cl)cc3)n2)cc1OC | -23.9% | -10.2% | -3.3% | 14.1% | x | x | x | 1.4% | 2.5 |
| 14 | COc1cccc(N(C(=O)c2snc(C(N)=O)c2N)C(C(=O)NCC2CCCO2)c2ccc(C)o2)c1 (stereo not given) | -1.6% | 42.4% | -8.9% | 7.0% | 8.6 | 1.6% | 4.9% | u | 1.8 |
| 15 | COc1ccc(NC(=O)CSc2nnc(-c3cc(C)[nH]n3)n2N)cc1 | -18.6% | 9.9% | -10.9% | -4.8% | 2.6 | -4.5% | -1.1% | 1.5% | -4.5 |
| 16 | COc1ccc(C2CC(c3ccccc3)=NN2C(=O)COC(=O)c2cnc(Cl)c(Cl)c2)cc1 (stereo not given) | -13.6% | 28.3% | -11.2% | 14.6% | 0.7 | 7.3% | -15.8% | -6.2% | -2.9 |
| 17 | COc1ccc(C2C(C#N)=C(N)OC3=C2C(=O)CCC3)cc1Cn1cc([N+](=O)[O-])cn1 (stereo not given) | -0.7% | 5.8% | -1.3% | -4.1% | 1.8 | -0.6% | 5.9% | 7.2% | 4.3 |
| 18 | CCOC(=O)c1cc(CC)sc1NC(=O)c1cc(OC)c(OC)c(OC)c1 | -15.9% | 25.6% | 1.7% | -15.2% | -1.6 | -2.6% | 6.9% | u | 2.1 |
| 19 | Cn1cnc(S(=O)(=O)N2CCC(C(=O)Nc3ccc(Cl)c(C(F)(F)F)c3)CC2)c1 | -36.1%[inhibitor] | u | -2.6% | 23.4% | x | x | x | x | 9.5 |
| 20 | CN(C)c1ccc(CNC(=O)C2CCC(CNc3c(N4CCCCC4)c(=O)c3=O)CC2)cc1 (stereo not given) | -2.9% | 44.5%[activator] | 9.2% | -4.7% | 2.1 | 15.1% | 5.4% | 27.8% | -2.1 |
| 21 | Cn1nc(C(=O)NCCc2ccc(S(N)(=O)=O)cc2)c2ccccc2c1=O | i | 26.9% | 7.2% | 5.5% | 14.3 | -1.8% | -4.1% | 6.9% | -12.2 |
| 22 | C#CCn1c(=NC(=O)c2ccc(Cl)s2)sc2cccc(OC)c21 | i | 13.9% | 3.3% | u | 2.4 | -3.4% | -6.6% | -7.7% | -4.1 |
| 23 | COCCn1c(=NC(=O)c2ccc(S(=O)(=O)N3CCc4ccccc4C3)cc2)sc2cc(S(N)(=O)=O)ccc21 | i | 13.0% | 6.0% | 0.0% | 0.0 | -0.1% | 1.3% | 22.3% | 3.0 |
| 24 | O=C(O)c1ccccc1C(=O)OC1CC2CCC1C2 (stereo not given) | i | 12.3% | -11.3% | 2.3% | 12.1 | 2.5% | -0.7% | 24.1% | 5.4 |
| 25 | COc1ccc(CCCNC(=O)C2Cc3c(-c4cccc(C(N)=O)c4)ccnc3O2)cc1 (stereo not given) | -14.8% | -23.4% | -15.4% | 16.5% | 2.1 | -1.5% | -6.8% | -6.1% | 0.6 |
| 26 | CCc1cc(=O)[nH]c(-n2[nH]c(-c3ccccc3)cc2=O)n1 | i | -5.9% | -17.3% | -4.0% | 6.2 | -5.6% | 0.3% | u | 12.3 |
| 27 | CCc1cccc(NC(=O)C2CCN(S(=O)(=O)c3c(C)noc3C)CC2)c1 | i | -13.8% | -2.0% | -5.6% | 4.5 | 4.2% | 23.6% | -2.4% | -3.5 |
| 28 | CCOc1ccc(/C=N/NC(=O)c2nnn(-c3nonc3N)c2-c2ccc(OCC)cc2)cc1 | i | u | 3.6% | -1.5% | 40.1 | 0.0% | 6.2% | u | 4.7 |
| 29 | COc1ccc(S(=O)(=O)N(CCc2ccccc2)CC(=O)N2CCOCC2)cc1 | i | -5.8% | 3.2% | 6.2% | 6.0 | -0.8% | -8.6% | -13.7% | -1.6 |
| 30 | CCN(CCO)Cc1csc2ccc(C(C)(C)C)cc12 | -13.3% | u | -7.3% | 14.2% | 3.7 | -4.2% | -3.2% | -25.9% | -13.9 |
| 31 | CC(C)C(=O)Nc1ccc(C(=O)NNC(=O)C(c2ccccc2)c2ccccc2)cc1 | -9.8% | 0.0% | 5.7% | -25.1% | -9.1 | -2.4% | -9.1% | -2.1% | -12.9 |
| 32 | CN(C)C(=O)c1ccc2c(c1)n(C)c(=O)n2C | i | 17.7% | -10.9% | 2.6% | -3.2 | 2.5% | -5.1% | 5.4% | 3.2 |
| 33 | CCOc1ccc(C(F)(F)F)cc1NC(C)=O | i | -20.3% | -9.1% | 6.5% | -20.5 | -3.6% | -20.5% | 3.8% | 10.5 |
| 34 | CC(=O)Nc1cccc(-c2ccnc3c2CC(C)(C(=O)Nc2ccccc2)O3)c1 (stereo not given) | i | -7.1% | 1.1% | 19.4% | 1.1 | 5.0% | -3.2% | -4.1% | 2.6 |
| 35 | Cc1cc(C)c(NC(=O)CSc2nnc(CN3CCOCC3)n2C)c(C)c1 | -16.8% | 2.2% | -7.3% | -28.6% | 0.0 | 2.1% | 0.3% | 3.5% | 24.0 |
| 36 | O=C(CCS(=O)(=O)c1ccc2c(c1)NC(=O)CS2)NCCc1ccccc1 | i | 3.0% | -6.0% | 20.5% | 1.1 | -6.2% | 5.5% | -28.8% | 1.8 |
| 37 | CC(C)=CC(=O)OCC(=O)NC(=O)NC(C)(C)C | i | 4.1% | 23.4% | -10.5% | -6.8 | -0.5% | -3.0% | 15.3% | 1.7 |
| 38 | COc1cccc(-c2ccnc3[nH]n(-c4ccccc4)c(=O)c23)c1 | -8.0%&-14.1% | 4.1%&19.6% | 3.2%&-2.9% | u | u | -0.2% | -2.6%&-2.4% | 1.5%&12.3% | -2.2&-13.1 |
| 39 | CN(C)CCN(C(=O)/C=C/c1cccs1)c1nc2ccc(F)cc2s1 | 15.3% | u | u | -24.3% | -25.6 | 0.5% | 0.6% | 0.0% | -13.4 |
| 40 | O=C(NCCN1CCN(c2ccccc2)CC1)C1CCN(S(=O)(=O)c2cccc3nsnc23)CC1 | -14.5% | -11.6% | 0.8% | 5.1% | -16.4 | -0.7% | -0.8% | -1.2% | 93.9* |
| 41 | O=C(Nc1ccc2c(c1)OCCO2)c1cc2sccc2n1Cc1ccccc1 | -6.4%[57.5 µM] | u | -8.6% | u | 12.0 | u | -9.7% | u | 2.3 |
| 42 | Cc1csc(CN(C)C(=O)CC2C(=O)NCCN2Cc2ccc(F)c(F)c2)n1 (stereo not given) | -24.6% | 9.0% | -5.9% | -12.1% | 0.0 | 0.2% | 12.0% | x | 3.7 |
| 43 | O=C(CCC(=O)c1cccs1)OCC(=O)c1ccccc1 | 1.8% | 3.6% | -4.9% | -21.6% | 27.9 | -0.1% | -0.5% | 6.5% | -11.1 |
| 44 | COc1ccc(NC(=O)Cc2cccs2)cc1S(=O)(=O)N1CCCCC1 | -29.7% | -5.1% | 4.6% | -2.9% | 13.5 | 0.0% | -1.3% | 0.0% | -2.0 |
